Source: PubChem BioAssay (several laboratories)
GPR55 beta-arrestin: selective activators of receptor GPR55 – imaging, U2OS cells, beta-arrestin-GFP redistribution, primary screen (AID 1961); U2OS GPR55 beta-arrestin-GFP redistribution imaging; higher % means a stronger effect; activation, % at 10 µM; hits with a dose series show EC50 in µM; hit rate 0.048% among 290,000;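 active = activation above 40% with more than 50 cells counted in the well; inconclusive = wells holding fewer than 50 cells, flagged as toxic or sparse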;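 note: U2OS osteosarcoma cells stably expressing GPR55 and beta-arrestin-GFP; plate controls were DMSO negative control for no effect and LPI positive control for full effect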
KOR beta-arrestin-1: KOR agonists, beta-arrestin recruitment, primary screen, cell-based, luminescence, uHTS (AID 1777); KOR beta-arrestin recruitment, luminescence; higher % means a stronger effect; activation, % at 10 µM, or EC50 in µM where a hit was titrated; hit rate 0.02% among 280,000; in the data active = activation above about 50%, passing the limit was not always enough; note: a part of the inactive calls stands beside numbers as strong as those of hits
NOD1 NF-kB reporter: inhibition of NOD1-driven NF-kB reporter – cell-based, luminescence, uHTS, primary screen (AID 1578); NOD1-driven NF-kB luciferase reporter cells, luminescence; higher % means a stronger effect; one-dose inhibition, % at 4 µM; EC50 in µM for titrated hits; hit rate 1% among 290,000; in the data active = inhibition mostly above about 36%, no sharp cut-off; inactive = mostly below about 34%;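 note: HEK-293T reporter cells stimulated with the NOD1 agonist gamma-tri-DAP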
HEK293 NOD2/NF-kB: inhibition of NOD2-driven NF-kB reporter – cell-based, luminescence, uHTS, HEK293 (AID 1566). hit rate 0.63% among 290,000. HEK293 NOD2/NF-kB luciferase reporter, luminescence; higher % means a stronger effect. one-dose inhibition, % at 4 µM; EC50 in µM for titrated hits; note: many of its hits are not listed in these tables
MgcRacGAP inhibition: MgcRacGAP GTPase-activating activity inhibitors, confirmation, biochemical, ADP Hunter fluorescence; MgcRacGAP-stimulated Rac1 GTP hydrolysis, ADP Hunter fluorescence; higher % means a stronger effect; GST-tagged Rac1 F28L mutant substrate; inhibition, % at 30 µM, or IC50 in µM where a hit was titrated; hit rate 0.6% among 340,000;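 active = first-screen hits whose inhibition reached a set limit at any dose in the follow-up dose series; inconclusive = inhibition above the set first-screen limit but never retested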;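 note: fluorescence reports GDP produced by GAP-driven GTP hydrolysis; strong numbers were not always called active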
KOR beta-arrestin-2: kappa opioid receptor blockers – cell-based, luminescence, uHTS (AID 1778) | hit rate 0.091% among 290,000 | KOR beta-arrestin recruitment, luminescence, antagonist mode; higher % means a stronger effect | inhibition, % at 10 µM, or IC50 in µM where a hit was titrated; note: strong numbers were not always called active
HIV peptide binding: inhibitors of HIV fusion peptide binding, primary screen, biochemical, uHTS, fluorescence dequenching (AID 1986); cell-free peptide binding, fluorescence dequenching, 30 min; higher % means a stronger effect; inhibition, % at 20 µM, or IC50 in µM where a hit was titrated; hit rate 0.3% among 290,000; in the data active = inhibition mostly above about 52%, no sharp cut-off; inactive = mostly below about 76%; note: some results filed as inactive read as strong as hits
GPR55 antagonists: inhibition of LPI-stimulated GPR55 beta-arrestin translocation – imaging, U2OS, beta-arrestin-GFP, LPI agonist, primary screen (AID 2013) | U2OS GPR55 beta-arrestin-GFP translocation imaging, LPI antagonism; higher % means a stronger effect | inhibition, % at 10 µM, or IC50 in µM where a hit was titrated | hit rate 0.13% among 290,000;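 active = spots per cell inhibited over 60%, with over 100 cells counted and total cytoplasm intensity under 500,000; inconclusive = wells with under 100 cells, flagged as likely toxic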;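 note: U2OS cells stably carrying GPR55 and arrestin-GFP stimulated by 5 µM LPI near EC80; imaged beta-arrestin-GFP aggregate spots per cell after agonist stimulation; plate controls were LPI-stimulated DMSO wells for no effect and DMSO wells without LPI for full effect; some results filed as inactive read as strong as hits; confirmed hits need IC50 under 10 µM and bright autofluorescent wells are also inconclusive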
SV40 large T antigen: TAg ATPase/helicase activity blockers – biochemical (AID 1903) | hit rate 0.39% among 310,000 | inhibition, % at 20 µM; hits with a dose series show IC50 in µM | SV40 large T antigen ATPase/helicase inhibition assay; higher % means a stronger effect; in the data active = a potency from the dose series; inconclusive = inhibition mostly from about 32% at the one dose, without a potency; inactive = the rest, 99 in 100 with inhibition below about 32%; note: strong numbers were not always called active
Starred values were filed as active, the others as inactive; ? = inconclusive; . = not tested or not shown; [ ] = dose if it differs, or a comment. Cut-off read from the data, not from the text of the source, unless noted: active = inhibition above about 50%; inactive = the rest. These rows are one share of the data, so the mix of outcomes need not match the whole.

SMILES | GPR55 beta-arrestin | KOR beta-arrestin-1 | NOD1 NF-kB reporter | HEK293 NOD2/NF-kB | MgcRacGAP inhibition | KOR beta-arrestin-2 | HIV peptide binding | GPR55 antagonists | SV40 large T antigen
CCOC(=O)C1=NN(c2ccc(OC)cc2)C2C(=O)N(c3ccccc3OC)C(=O)C12 (configuration not stated) | 0.3% | 3.6% | -12.8% | 1.8% | 14.1% | -13.3% | -0.1% | 12.7% | 4.2%
CCCCn1c(=O)[nH]c(=O)c2c1nc(-c1ccc(-c3ccccc3)cc1)n2C | -0.1% | -1.4% | 20.6% | 14.6% | 9.9% | -15.9% | 2.7% | 0.3% | 8.5%
N#CC1=C2Sc3ccccc3N2CCCC1=O | -0.1% | 0.5% | -9.8% | -8.7% | 6.7% | -18.8% | -3.1% | 7.6% | 1.8%
Cc1ccc(S(=O)(=O)N/N=C/c2ccc(O)c(O)c2)cc1[N+](=O)[O-] | -0.7% | -6.1% | -31.1% | -5.7% | 30.2% | 9.7% | 10.0% | -2.8% | ?
O=C(NC1CCSc2ccccc21)c1cc(S(=O)(=O)N2CCOCC2)ccc1F (configuration not stated) | -0.1% | -5.4% | 5.8% | 3.6% | 2.4% | 9.1% | 0.0% | 12.2% | 8.7%
CCOCCCNC(=O)C(c1ccccc1)N(Cc1ccc2c(c1)OCO2)C(=O)c1ccccc1O (configuration not stated) | -0.7% | -5.0% | -6.0% | 10.2% | 4.2% | 11.3% | -0.7% | 8.5% | 3.2%
Brc1cccc(CNCc2ccncc2)c1 | 0.3% | 2.2% | -43.4% | 3.6% | -0.6% | -21.8% | 1.6% | -18.4% | 5.0%
Cc1nc2ccccc2c(=O)n1NC(=O)c1ccccc1Cl | 0.3% | 0.5% | -6.0% | 7.4% | 6.7% | 18.4% | 1.5% | -6.7% | 20.8%
CCCNC(=O)CSc1nc(COc2ccccc2)nc2ccccc12 | -0.1% | . | -20.7% | 19.4% | 5.9% | 19.8%[20 µM] | -1.8% | 7.6% | 24.7%
CCn1cc(Cl)c(C(=O)N2N=C(c3ccc4ccccc4c3)CC2c2ccccc2O)n1 (configuration not stated) | 1.1% | 7.0% | 61.4%* | 13.3% | 5.6% | -41.9% | -2.5% | 3.5% | -1.2%
O=[N+]([O-])c1ccc(COn2nnc3ccccc32)cc1 | 0.3% | 3.6% | -36.4% | -22.0% | -0.9% | 2.1% | -0.3% | -3.0% | 15.8%
CCn1c(=O)n(CC)c2cc(S(=O)(=O)Nc3ccccc3C)c(C)cc21 | 0.0% | 2.4% | -22.5% | 3.1% | 12.3% | 26.1% | -0.6% | 14.4% | 5.2%
Cc1cccnc1NC(=O)c1ccc(Cl)c(S(=O)(=O)N2CCCCCC2)c1 | 0.5% | -2.6% | 42.5% | -14.7% | -0.1% | 43.2% | -2.0% | 5.6% | 4.8%
COC1=C(Nc2ccc(O)cc2)C(=O)c2ccccc2C1=O | -0.3% | 14.0% | -12.2% | 9.6% | 24.4µM* | -0.9% | 6.3% | -23.6% | 9.88µM*
Cc1ccc(C(O)(COC(=O)C(C)C)COC(=O)C(C)C)c(O)c1 | 0.1% | -0.1% | 0.6% | -1.6% | 0.9% | 4.7% | -0.1% | 5.5% | 4.0%
O=C(NC1CC1)c1ccc2c(c1)N(Cc1ccc(Cl)cc1)CCS2 | 0.2% | -4.8% | 34.4% | 21.7% | 8.4% | -6.0% | -0.6% | 9.6% | 10.9%
CCC(Sc1nc2c(c(=O)[nH]1)CCC2)C(=O)Nc1cccc(OC)c1 (configuration not stated) | 0.5% | -5.4% | -16.9% | 19.7% | 8.6% | 10.2% | -0.9% | 2.8% | -6.0%
CC(C)C(OC(=O)c1ccco1)C(=O)NCc1ccc2c(c1)OCO2 (configuration not stated) | -0.1% | 5.5% | -8.6% | -1.7% | 6.0% | 1.2% | 0.7% | -7.6% | -8.2%
COc1cccc(CNC(=O)c2ccc(CS(=O)(=O)Cc3ccc(C)cc3)o2)c1 | 0.1% | -4.6% | -2.5% | 12.3% | -1.1% | 17.6% | 1.6% | 2.5% | 10.3%
CC(C)Nc1nc(-c2ccncc2)nc(-c2ccc(Cl)cc2)c1C#N | 0.1% | -1.6% | -8.2% | 10.3% | . | 1.8% | -1.5% | 8.8% | 7.7%
COCC(=O)NC1CCCCCC1 | 0.3% | -1.6% | -6.8% | 14.2% | 3.9% | 10.2% | -1.5% | 11.1% | 1.2%
CCCNC(=O)COC(=O)c1ccc(-c2ccccc2)cc1 | -0.6% | 1.3% | -19.2% | 4.6% | -3.7% | -15.6% | 1.2% | 3.6% | 20.6%
O=C(c1cc(Cl)ccc1Cl)N1CCN(c2ccccn2)CC1 | -0.1% | 1.4% | -25.0% | 2.5% | 8.3% | 12.0% | -0.2% | -9.0% | 2.9%
O=C(O)c1ccccc1OCCOCCOc1ccccc1C(=O)O | -0.1% | -1.1% | -15.8% | -0.8% | 1.2% | -8.1% | 0.9% | 10.8% | 0.5%
Cc1ccc(COc2ccsc2-c2n[nH]c(=S)n2C)cc1 | -0.1% | 1.5% | 10.0% | 16.6% | 5.1% | -7.8% | 6.4% | 5.3% | 0.7%
O=C(O)Cc1ccc(NC(=O)c2ccc(NC(=O)c3ccco3)cc2)cc1 | 0.0% | -3.0% | -5.5% | 19.0% | 8.0% | 9.6% | -1.9% | 8.0% | 11.8%
CCOc1cc(/C=C2/NC(=O)N(CC(=O)Nc3cccc(C)c3)C2=O)ccc1OC | -0.1% | 0.8% | 11.3% | -5.1% | 11.5% | -10.8% | -3.9% | 8.7% | -0.1%
Cc1nc(CNS(=O)(=O)c2ccc(F)cc2)cs1 | 0.0% | -4.5% | -4.1% | 9.5% | 6.0% | -12.3% | -1.2% | 5.3% | 17.3%
CC(NC(=O)C1c2ccccc2Oc2ccccc21)C1CCCO1 (configuration not stated) | -0.1% | -5.4% | -22.0% | -3.7% | 3.2% | 5.8% | 1.4% | 10.0% | 5.7%
O=C(COC(=O)/C=C/c1ccco1)NCc1ccccc1 | -0.4% | -1.7% | -40.1% | 9.5% | -0.9% | -0.5% | -1.0% | 2.2% | 7.9%

Given in markdown: part of the list above.
| Molecule | GPR55 beta-arrestin | KOR beta-arrestin-1 | NOD1 NF-kB reporter | HEK293 NOD2/NF-kB | MgcRacGAP inhibition | KOR beta-arrestin-2 | HIV peptide binding | GPR55 antagonists | SV40 large T antigen |
| --- | --- | --- | --- | --- | --- | --- | --- | --- | --- |
| O=C(NC1CC1)c1ccc2c(c1)N(Cc1ccc(Cl)cc1)CCS2 | 0.2% | -4.8% | 34.4% | 21.7% | 8.4% | -6.0% | -0.6% | 9.6% | 10.9% |
| O=C(c1cc(Cl)ccc1Cl)N1CCN(c2ccccn2)CC1 | -0.1% | 1.4% | -25.0% | 2.5% | 8.3% | 12.0% | -0.2% | -9.0% | 2.9% |
| Cc1nc(CNS(=O)(=O)c2ccc(F)cc2)cs1 | 0.0% | -4.5% | -4.1% | 9.5% | 6.0% | -12.3% | -1.2% | 5.3% | 17.3% |

(more compounds)
SMILES | GPR55 beta-arrestin | KOR beta-arrestin-1 | NOD1 NF-kB reporter | HEK293 NOD2/NF-kB | MgcRacGAP inhibition | KOR beta-arrestin-2 | HIV peptide binding | GPR55 antagonists | SV40 large T antigen
COc1cc2c(cc1OC)C(=O)N(C)CC2 | -0.2% | -0.7% | -4.2% | 4.7% | 1.4% | 4.9% | -0.4% | -3.3% | 12.5%
COC(=O)c1ccc(NC(=O)C2C3C=CC(O3)C2C(=O)O)cc1 (configuration not stated) | -0.1% | -0.4% | -16.7% | 1.6% | 9.7% | 18.1% | 2.5% | 6.8% | 1.1%
COc1cc(C(=O)Nc2ccccc2N2CCN(S(C)(=O)=O)CC2)cc(OC)c1OC | 0.0% | -1.4% | -50.8% | 1.2% | 4.6% | 22.9% | -0.5% | 4.3% | 2.1%
COc1nc(Nc2cccc([N+](=O)[O-])c2)nc(OC)n1 | 0.1% | -1.7% | -48.5% | 8.8% | 1.8% | 3.6% | -1.5% | -19.8% | 8.4%
Cc1c(NC(=O)Nc2cccc([N+](=O)[O-])c2)c(=O)n(-c2ccccc2)n1C | 0.3% | 3.9% | -26.9% | -2.1% | 4.5% | -24.2% | 1.3% | 15.5% | 6.4%
O=C(COC(=O)Cc1ccc(Cl)cc1Cl)Nc1ccccc1OC(F)F | 0.6% | -1.7% | 11.9% | 4.0% | 5.3% | . | -0.1% | 4.9% | 3.0%
O=C(COC(=O)c1ccccc1C(=O)c1ccccc1)NCCc1ccccc1 | -0.1% | -2.0% | -28.9% | 9.7% | -1.9% | 17.6% | -0.9% | 4.1% | -0.8%
O=C(NCc1cccnc1)c1ccc(Br)s1 | -0.1% | -0.6% | -11.0% | 11.4% | 6.1% | 18.9% | -2.4% | 8.9% | 9.1%
Clc1ccc(-c2cc(-c3ccccn3)on2)c(Cl)c1 | -0.1% | 0.2% | -2.7% | -162.0% | 6.2% | 29.9% | 0.8% | 1.4% | 10.8%
CCn1c(CN2CCOCC2)nnc1SCC(=O)Nc1ccc(C(C)=O)cc1 | 0.3% | -1.2% | -6.7% | 10.2% | 6.2% | 6.2% | 0.0% | 12.4% | 17.3%
CCC1CN(C(=O)N2CCC(C(=O)NCCc3ccccc3)CC2)c2ccccc2O1 (configuration not stated) | 0.5% | -0.5% | -29.7% | -12.2% | 8.9% | -6.2% | 1.5% | 6.4% | 12.2%
COC(=O)c1ccc(CNC(=O)C2CCC(=O)N(Cc3ccccn3)C2)cc1 (configuration not stated) | -0.1% | 0.2% | -25.8% | 9.1% | -9.0% | -12.1% | 0.4% | -0.7% | .
O=C(Nc1ccccn1)c1cccc(S(=O)(=O)N2CCOCC2)c1 | -0.2% | -1.0% | 13.4% | -2.7% | -11.8% | -4.5% | -1.4% | 7.0% | 0.3%
CC(=O)c1sc(-c2ccc(Cl)cc2)cc1N | -0.2% | -2.4% | 2.1% | -29.5% | 25.5% | 7.0% | -1.0% | 2.2% | 5.6%
CS(=O)(=O)Nc1cccc(C2=NN(C(=O)c3ccccc3)C(c3cccs3)C2)c1 (configuration not stated) | 0.0% | -0.4% | -11.9% | 6.4% | 7.3% | 9.6% | 1.3% | -10.4% | 7.5%
CCOC(=O)c1c(NC(=S)NC)sc2c1CC(C)(C)SC2 | -0.1% | 0.2% | -23.9% | 17.8% | 12.3% | -27.5% | 12.0% | 11.4% | 20.2%
COCCN1C(=O)C(=O)/C(=C(/O)c2ccc(S(=O)(=O)N3CCOCC3)cc2)C1c1ccc(OC)c(OC)c1 (configuration not stated) | -0.1% | 5.6% | -24.2% | -6.2% | 4.3% | 15.7% | 2.7% | 7.0% | 9.4%
O=C(NCc1ccccc1)c1ccc(CS(=O)(=O)c2ccccc2)o1 | 0.5% | -8.9% | -7.0% | 10.4% | -2.0% | 6.7% | -1.5% | -2.9% | 11.4%
